MC4R antag cAMP: antagonists of human melanocortin 4 receptor (MC4R) | inhibition, % at 6.5 µM | MC4R-expressing cells, MTII-stimulated cAMP, LANCE TR-FRET | actives 0.48% (n = 360,000);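 active means inhibition above its plate's cutoff, the mean of tested wells on that plate plus 3 SD, cut at about 29% in these data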;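 further: 0% = Melanotan II alone and 100% = Melanotan II plus saturating MCL0020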
Target sequence (P32245 whole entry, looked up): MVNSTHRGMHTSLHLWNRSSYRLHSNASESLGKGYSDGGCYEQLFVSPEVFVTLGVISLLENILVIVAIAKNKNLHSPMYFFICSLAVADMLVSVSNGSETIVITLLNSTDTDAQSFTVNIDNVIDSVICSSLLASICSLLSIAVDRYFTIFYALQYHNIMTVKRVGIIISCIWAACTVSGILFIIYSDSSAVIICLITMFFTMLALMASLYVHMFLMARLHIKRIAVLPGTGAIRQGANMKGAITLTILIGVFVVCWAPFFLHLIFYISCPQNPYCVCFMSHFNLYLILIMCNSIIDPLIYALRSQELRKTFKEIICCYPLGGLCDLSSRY
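material = U2OS cells stably expressing human melanocortin 4 receptor (MC4R) | also added = Melanotan II challenge | dosing = single nominal compound dose of 6.5 µM | detection = TR-FRET with Eu-cAMP and labeled anti-cAMP, 671 nm | replication = singlicate | timing = compound 30 min, challenge 1 h, detection 1 h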
Glyco luc inh: N-linked glycosylation inhibition; actives 0.23% (n = 360,000); D54 ERlucT glycosylation luciferase reporter, 24 h; percent of 100 nM tunicamycin response; reporter increase, % at 12.5 µM; AID 588692;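 active means mean luciferase reporter signal, scaled so untreated is 0 and the glycosylation-blocking control 100, at or above a set limit in every replicate; inconclusive means mean reaches the limit but not every replicate does; inactive means mean below the limit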;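 further: luciferase carries N-glycosylation sites so blocking glycosylation raises the light; 0% = median of neutral control wells and 100% = median of 100 nM tunicamycin wells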
H9c2 protect: modulators protecting cardiomyocytes from myocardial damage | protection from H2O2 cell death, % at 20 µM | actives 0.63% (n = 360,000) | AID 588492 | H9c2 cardiomyocytes, H2O2 injury protection, ATPLite, 2 h;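 active means compounds giving at least 50% protection of heart cells from peroxide-induced death in the single-dose screen, raw or plate-pattern-corrected value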;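 further: 0% = DMSO wells with peroxide and 100% = DMSO wells without peroxide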
ABCB6 inh MLPCN: human ABCB6 transporter inhibition; AID 602162; fluorescence ratio to DMSO, % at 10 µM; Q9NP58; actives 0.19% (n = 360,000); K562-ABCB6 porphyrin accumulation, flow cytometry, 1 h; active compounds read low;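 active means fluorescence ratio to DMSO below 75%, the collection mean minus 3 SD; inconclusive means too few cells collected in the well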;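 further: signal is porphyrin accumulated inside mitochondria; 100% equals median channel fluorescence of DMSO control wells; lower ratio means ABCB6 inhibition with less porphyrin fluorescence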
PDI turbidity: inhibitors of human protein disulfide isomerase; actives 0.052% (n = 350,000); inhibition, % at 10 µM; PDI insulin aggregation turbidity, A650, 90 min; P07237; AID 588391;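 active means mean inhibition across replicates of 30% or more, whatever share of single replicates reach that level; inconclusive means mean inhibition below 30% while every single replicate reaches 30%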;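 further: absorbance from insulin aggregation driven by PDI reduction with DTT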
Target sequence (P07237 whole entry, looked up): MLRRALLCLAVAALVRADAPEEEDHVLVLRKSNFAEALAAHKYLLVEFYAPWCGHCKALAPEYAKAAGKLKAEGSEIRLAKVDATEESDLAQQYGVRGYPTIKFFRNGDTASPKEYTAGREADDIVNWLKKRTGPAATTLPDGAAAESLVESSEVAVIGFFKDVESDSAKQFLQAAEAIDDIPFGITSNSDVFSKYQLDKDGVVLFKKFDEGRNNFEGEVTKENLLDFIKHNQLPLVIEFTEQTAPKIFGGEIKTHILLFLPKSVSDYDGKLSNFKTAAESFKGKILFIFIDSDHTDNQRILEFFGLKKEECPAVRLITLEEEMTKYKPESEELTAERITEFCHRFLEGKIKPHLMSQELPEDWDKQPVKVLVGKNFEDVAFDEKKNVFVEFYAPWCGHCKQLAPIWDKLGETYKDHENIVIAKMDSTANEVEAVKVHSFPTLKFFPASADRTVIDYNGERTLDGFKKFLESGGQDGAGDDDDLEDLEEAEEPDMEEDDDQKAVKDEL
HTR2A ag: agonists of mouse serotonin 5-HT2A receptor (HTR2A); P35363; actives 0.66% (n = 360,000); activation, % at 7.6 µM; AID 624169; CHO-K1 mHTR2A beta-arrestin complementation, luminescence; percent of 30 µM serotonin response;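 active means activation above a run cutoff, the mean activation of all tested compounds plus 3 SD, cut at about 14% in these data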;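 further: 0% = plate median of compound wells and 100% = 30 µM serotonin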
aDG glyco up: alpha-DG glycosylation activation; AID 624168; activation, % at 10 µM; Pro5-aDG cells, alpha-DG glycosylation AlphaScreen (IIH6); 0% Pro5, 100% B10-LARGE cell signal; actives 0.22% (n = 360,000);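 active means activation of at least 8% versus controls, or a plate z-score of at least 8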;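 further: Pro5 are CHO cells carrying HIG-tagged alpha-DG that lacks glycosylation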
MC4R barr agon: agonists of human melanocortin 4 receptor (MC4R) beta-arrestin. activation, % at 8.9 µM. AID 540308. actives 0.98% (n = 360,000). P32245. U2OS MC4R beta-arrestin complementation, luminescence; percent of melanotan II response, DMSO zero;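 active means activation above a per-plate cutoff, the mean activation of sample wells on that plate plus 3 SD, cut at about 8% in these data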
Vif inh: HIV Vif inhibition; HEK293T cells, Vif self-association by quenched fluorescence, imaging, 24 h; inhibition, % at 7.49 µM; actives 0.35% (n = 340,000); in the data active means inhibition above about 50%, passing the limit was not always enough; inconclusive means no clear call, values can overlap the other calls; inactive means below about 31%; further: some results filed as inactive read as strong as hits
CaV13 FRET inh: Disruptors of the CACNA1D IQ motif to Ca2+-dependent inactivation inhibitor domain association, primary screening, Förster resonance energy transfer in intact living …. inhibition, % at 12.3 µM. AID 743397. actives 0.098% (n = 340,000). HEK cells, CFP/YFP FRET ICDI-IQ, plate reader, 10 min; percent FRET-ratio fall versus neutral wells;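 active means mean replicate inhibition of at least 30% and at least 1% of replicates passing that level; inconclusive means only one of the two criteria is met; inactive means neither criterion is met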;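 further: 0% = median of the neutral control wells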
Active calls of the source: *; ? = inconclusive; nt = not tested or not shown; & = joins results of further samples; ! = not active in a repeat. Rows were taken by chance, and some 3.6% of all compounds hit somewhere here.

mol,MC4R antag cAMP,Glyco luc inh,H9c2 protect,ABCB6 inh MLPCN,PDI turbidity,HTR2A ag,aDG glyco up,MC4R barr agon,Vif inh,CaV13 FRET inh
O=C1C2C3CCC(C3)C2C(=O)N1Cc1ccco1 (centres undefined),1,1,5,101,13,6,-0.2,1.2,5,-4
COc1cccc(NS(=O)(=O)c2ccc(Br)s2)c1,-1,-2,-2,100,-4,0,-0.2,3.8,4,-4
CCOC(=O)CSc1nc2ccc(N)cc2s1,11,1,4,102,2,2,0.1,0.0,8,-5
O=C(c1cc(-c2ccc(Cl)cc2)on1)N1CCCCCC1,0,-8,-2,95,-25,-3,0.1,0.8,-3,-3
Cn1c(N2CCOCC2)c(/C=N/O)c2ccccc21,-1,1,2,92,-2,9,0.6,-0.3,5,-5
COc1cc(NC(=O)c2ccc(OC)c([N+](=O)[O-])c2)ccc1NC(=O)c1ccco1,-1,-1,-5,95,-3,10,0.1,8.0,-16,-14
COc1ccc(OCc2cc(C(=O)N(C)Cc3cnccn3)no2)c(Cl)c1,5,2,-2,99,-3,0,-0.3,-2.7,-2,-3
O=C(NCc1cccnc1)Nc1ccc(Br)cc1,3,1,-4,104,7,-12,-0.2,0.6,1,-7
O=C(Nn1cnnc1)c1ccc(Br)s1,0,2,0,100,-6,0,0.3,0.0,7,-15
COC(=O)c1cc(S(=O)(=O)N2CCCCCC2)cn1C,-2,-2,3,105,1,2,-0.1,2.3,-3,-12
Cc1ccc(C(=O)Nc2ccc(S(=O)(=O)N3CCc4ccccc43)cc2)o1,9,-1,-15,95,11,-8,0.1,-0.8,-4,-5
Cn1cc(CNC(=O)C2CCC(=O)N(Cc3ccc(Cl)cc3)C2)cn1 (centres undefined),12,1,2,105,-4,-1,-0.1,-2.2,4,-3
CCN(C(=O)COc1cccc2cccnc12)C1CCS(=O)(=O)C1 (centres undefined),6,2,-1,101,3,3,-0.3,-1.6,1,-6
O=C(COc1ccc(Cl)cc1)NCCNc1ccc([N+](=O)[O-])cc1,-1,0,-6,101,-6,-9,0.0,-0.4,6,-17
CC(NC(=O)Nc1cccc([N+](=O)[O-])c1)(C(F)(F)F)C(F)(F)F,13,-3,-36,106,2,-1,0.8,6.9,24,0
Cc1ccc(C(=O)NC(C)c2ccc(S(N)(=O)=O)cc2)s1 (centres undefined),10,-1,2,94,-15,7,0.2,0.4,?,-4
Cc1cc(/C=C2/NC(=S)NC2=O)c(C)n1-c1cccnc1,-19,-4,-13,106,23,-4,-0.3,-0.2,-12,-2
COc1ccc(Cl)cc1NC(=O)COC(=O)c1cc(NS(=O)(=O)c2cccs2)ccc1O,7,0,-5,87,-8,-2,-0.1,0.0,-3,-3
Cc1ccc(NC(=O)COC(=O)c2cccc3c2C(=O)c2ccccc2C3=O)c(C)c1,10,-1,19,96,-7,-2,0.6,-2.1,9,-6
O=C(NNC(=O)c1cc(-c2ccccc2)nc2ccccc12)c1csc(N2CCOCC2)n1,6,3,35,100,4,-9,0.1,-0.7,13,-6
COc1ccc(NC2=C(C(C)=O)C(c3ccc(N(C)C)cc3)C(C(C)=O)C(C)(O)C2)cc1 (centres undefined),23,-1,-4,101,-2,0,0.3,0.5,-2,-3
CC[C@H](C)C(=O)O[C@H]1C[C@@H](C)C=C2C=C[C@H](C)[C@H](CC[C@@H]3C[C@@H](O)CC(=O)O3)[C@H]21,8&12,69*!,2&3,99&97,2,3&1,0.1&0.1,-0.2&7.0,3&4,-4
CCCn1ncc(CN2CCC(Cc3cccc(F)c3)(C(=O)OCC)CC2)c1C,4,0,-3,89,1,6,0.5,-0.2,3,-2
COc1ccccc1CNC(=O)C1(C)Oc2cccnc2NC1=O (centres undefined),-8,0,4,96,4,-4,0.1,-0.8,-2,nt
CCCNC(=O)c1ccccc1NC(=O)Nc1ccccc1C,-9,-1,4,103,-6,8,0.2,3.5,5,0
Cc1cc([N+](=O)[O-])cc2c1NCC1CC=CC21 (centres undefined),0,-2,-2,96,-17,-2,0.0,-1.3,5,9
CC(=O)c1ccc(S(=O)(=O)NC2CC(=O)N(c3ccc(C)c(C)c3)C2)cc1 (centres undefined),22,2,-4,96,9,-8,-0.1,-0.5,-9,-6
O=C(CCn1c(=O)sc2ccccc21)NCc1ccc2c(c1)OCO2,6,2,7,103,-4,-3,-0.1,-0.6,2,nt
O=C1C[C@@H](c2ccc(O)cc2)Oc2cc(O)cc(O)c21,2,0,3,103,3,-2,0.3,-0.9,-3,-9
O=C(COC(=O)/C=C/c1ccc([N+](=O)[O-])cc1)NCc1ccccc1,-6,0,-4,94,-9,2,0.1,1.7,2,-3
Cc1cc(-c2onc(C)c2C(=O)Oc2ccc(Cl)cc2)no1,9,1,-2,96,-45,19*,0.5,-0.9,9,-4
Cc1ccc(S(=O)(=O)N2[C@@H](c3ccc(Cl)cc3)C(C(=O)O)=CC[C@H]2c2ccc(Cl)cc2)cc1,6,-2,0,102,-10,-4,0.0,-2.2,-2,-6
CN(Cc1ccon1)C(=O)C1CCN(C2CCN(CCCc3ccccc3)CC2)CC1,4,-2,6,101,2,-9,0.1,-2.6,15,nt
CC(=O)N(CCCN(C)C)c1nc2ccc(C)cc2s1,-2,0,16,96,8,-7,1.2,3.1,-8,-5
O=C(CSc1nnc(Nc2ccccc2F)s1)NCC1CCCO1 (centres undefined),-2,0,0,103,4,3,-0.1,-0.6,-3,-17
COc1cc2c(cc1NC(=O)C(F)(F)F)-c1ccc(NC(=O)C(F)(F)F)cc1C2,4,1,-2,100,-2,1,-0.2,-1.4,2,-6
NC(=O)c1nsc(C(=O)N(c2ccccc2)C(C(=O)NCC2CCCO2)c2cccs2)c1N (centres undefined),27,-3,45,92,1,0,-0.2,0.6,-8,0
Cc1cc(Cl)ccc1NC(=O)CN(C)C1=NS(=O)(=O)c2ccccc21,7,-2,-2,98,-13,15*,0.0,-2.0,3,-6
CSc1nc(/C=C2\C=Nc3ccccc32)c(O)n1C,1,6,8,98,7,-2,-0.4,-0.6,1,-5
O=C(NCC(c1ccco1)N1CCCCC1)c1ccc(NS(=O)(=O)c2ccc(F)cc2)cc1 (centres undefined),1,1,-2,98,0,-8,0.1,-1.5,4,-4
CCCn1nnnc1SCC(=O)Nc1cccc(NC(=O)c2ccco2)c1,-6,-4,3,98,14,1,0.3,-0.8,-6,-4
O=C(NC(Cc1ccc(O)cc1)C(=O)O)/C(=C/c1ccccc1)NC(=O)c1ccccc1 (centres undefined),6,3,5,99,3,7,0.1,-2.3,11,-7
O=C(Nc1cc(=O)c2ccccc2o1)N1CCCCC1,-3,1,104*,92,16,10,-0.2,1.4,-4,-4
COCCCN1Cc2cccc(C(=O)O)c2C1=O,9,2,2,94,nt,0,0.0,-1.0,21,-3
CC(C)C(=O)Nc1cc(S(=O)(=O)Nc2cccc(Cl)c2)ccc1Cl,6,-4,-4,103,-7,0,0.2,-1.4,2,-4
CC(SCc1ccccc1)C(=O)NCc1ccccn1 (centres undefined),17,0,-4,94,1,3,0.1,-2.6,10,-20
O=S1(=O)CCOCCCN1Cc1cccc(C(F)(F)F)c1,-7,2,-3,99,7,1,-0.1,-0.2,-1,-4
O=C(CN1C(=O)c2ccccc2C1=O)NC1CCCCCC1,-1,-1,2,87,-10,0,-0.1,-1.2,-1,-6
COc1ccccc1NC(=O)C(C/C=C(/C)Cl)C(C)=O (centres undefined),6,2,0,96,-2,4,-0.3,1.6,4,-3
O=C(c1cc(F)c(F)c(F)c1F)N1CCN(C(=O)C2CCCO2)CC1 (centres undefined),7,1,-4,99,11,6,-0.1,-1.8,6,-5
C/C(=N\NC(=O)c1c[nH]c2ccccc12)c1ccc(C)o1,12,0,-2,96,7,3,-0.1,0.6,2,-6
Cc1ccccc1N/C(=C(/C(Cl)=C(Cl)Cl)[N+](=O)[O-])n1nnc2ccccc21,9,1,2,94,-3,5,0.1,-1.2,2,-10
CCC(NC(=O)Nc1nccs1)(C(F)(F)F)C(F)(F)F,1,2,-2,103,2,0,0.3,-0.1,-4,nt
C=CCC1(CC=C)CCCN1C(=O)c1cc(COc2cccc(C(F)(F)F)c2)on1,-3,-4,-13,93,5,1,0.3,2.5,-4,nt
CC(C)(C)OC(=O)N1CSC[C@H]1C(=O)NC[C@H](CC(=O)O)c1ccc(Cl)cc1,14,2,5,96,8,3,0.0,2.4,4,-18
COc1ccc(C(=O)Cn2nnc(-c3ccccc3-n3cnnn3)n2)cc1,-13,0,8,79,-10,4,-0.2,1.2,5,-9
COc1ccc(OC)c(CNCc2ccc3c(c2)OCO3)c1,-1,0,1,102,0,-1,0.1,0.4,nt,-21
O=C(CN1C(=O)/C(=C/c2ccccc2)SC1=S)Nc1cccnc1,8,-3,-4,96,-5,-2,0.3,-2.1,-3,8
CC(C)(CO)Nc1ncnc2onc(-c3ccc(F)cc3)c12,3,-3,0,100,1,-3,-0.1,0.6,-13,-19
CC(C)(CNC(=O)CNC(=O)C1CCCCC1)N1CCOCC1,17,0,4,100,-3,1,-0.1,-2.0,-5,-2

Continued:
mol,MC4R antag cAMP,Glyco luc inh,H9c2 protect,ABCB6 inh MLPCN,PDI turbidity,HTR2A ag,aDG glyco up,MC4R barr agon,Vif inh,CaV13 FRET inh
CN1CCN(C2CN(Cc3ccc([N+](=O)[O-])cc3)S(=O)(=O)C2)CC1 (centres undefined),10,1,6,102,-1,-2,0.0,1.7,-4,-3
COc1ccc(NC(=O)CS(=O)CC(=O)Nc2ccc(F)cc2F)cc1 (centres undefined),13,4,3,100,6,2,0.0,1.1,-6,-3
CC(C)CN(C(=O)C1=COCCO1)c1c(N)n(Cc2ccccc2)c(=O)[nH]c1=O,6,1,4,101,25,1,-0.2,-0.7,-2,-12
Cc1ccc(S(=O)(=O)Nc2ccc(NC(=O)/C=C/C(=O)O)cc2)cc1,-1,1,11,99,6,-3,-0.2,-2.5,-1,-2
COc1ccc(S(N)(=O)=O)cc1C(=O)OCCCC(=O)c1ccccc1,1,-2,8,94,-1,-3,-0.1,-1.6,3,-2
Cc1ccc(C(C[N+](=O)[O-])n2nc(C)cc2C)cc1 (centres undefined),-22,4,-3,94,-3,2,-0.3,0.7,nt,-5
COC(=O)c1c(NC(=O)CN2CCN(c3ncccn3)CC2)sc(C(N)=O)c1C,-4,1,16,99,-3,3,-0.4,-2.9,-15,-7

Screening data as filed in PubChem.
